From PubChem BioAssay
Growth percent in the NCI-60 one-dose screen (48 h, 10 µM unless noted): 100 = growth as untreated, 0 = no growth, -100 = all killed.
786-0: 786-0 renal cancer cells. 81,000 tested, 5.1% active
RXF 393: RXF 393 renal cancer cells; AID 1794773; 77,000 tested, 6.9% active
UO-31: UO-31 renal cancer; AID 1794768; 81,000 tested, 5.2% active
CAKI-1: CAKI-1 renal cancer | 75,000 tested, 4.7% active | AID 1794772
ACHN: ACHN renal cancer; 81,000 tested, 4.9% active; AID 1794771
U251: U251 CNS tumor cells; 80,000 tested, 5.4% active
SN12C: SN12C renal cancer cells; 81,000 tested, 3.8% active
TK-10: TK-10 renal cancer cells; 81,000 tested, 3.9% active
A498: A498 renal cancer cells; 76,000 tested, 5.4% active
The depositor's hits bear a star; x = no result given; & = joins results of further samples; [ ] = remark or other dose. How the source made its calls: active means growth percent below 10; inactive means the rest.

SMILES	RXF 393	UO-31	TK-10	U251	CAKI-1	SN12C	786-0	ACHN	A498
CN1C(=O)/C(=C\c2nc([P+](c3ccccc3)(c3ccccc3)c3ccccc3)c(N3CCOCC3)o2)SC1=S	98	80	106	66	91	68	97	102	86
O=C(OCc1ccc2c(Cl)cc(Cl)c(O)c2n1)N1CCNCC1	45	15	52	16	27	32	61	14	24
C=C=C(CCCC)C(=O)O	110	x	118	109	95	103	103	107	101
CC(C)(C)C(=O)/C=C/c1ccc(Br)cc1	x	94	x	100	104	98	100	100	89
CC(=O)OCC1O[C@@H](Oc2ccc3c(C)cc(=O)oc3c2)C(OC(C)=O)[C@@H](OC(C)=O)[C@H]1OC(C)=O (stereo partly drawn)	124	83	102	96	93	103	106	101	97
O=c1oc2c(cnc3ccccc32)cc1-c1cccs1	112	88	106	99	89	98	99	102	107
C=CCN1C(=O)c2cccc3c(Nc4ncccc4O)ccc(c23)C1=O	90	74	101	96	69	87	91	88	84
NS(=O)(=O)c1ccc(Nc2nc(SCC(=O)c3ccc(Cl)cc3)nc3c2CCCC3)cc1	36	38	87	51	43	26	85	42	61
CCOC(=O)C1=C(N)Oc2c(sc3c(F)cccc23)C1c1ccc(O)cc1 (stereo not drawn)	46	30	74	38	58	56	60	42	43
CC(C)SCCCC(=O)O	x	89	94	101	94	99	88	103	x
Cc1cc(N=Nc2c(O)ccc3ccccc23)n[nH]1	112	65	125	85	x	96	100	96	80
C=C(C)[C@@H]1CC[C@]2(C(=O)N/N=C/c3cccnc3)CC[C@]3(C)[C@H](CC[C@@H]4[C@@]5(C)C/C(=C/c6cccnc6)C(=O)C(C)(C)[C@@H]5CC[C@]43C)[C@@H]12	80	64	99	69	59	75	79	80	86
COc1cccc(-c2c(C#N)c(-c3ccccc3)nc3c2c(-c2ccccc2)nn3-c2ccccc2)c1	86	90	85	111	72	92	104	94	73
O=C(O)c1cccc(N2C(=O)/C(=C\c3ccc(-c4ccc(Cl)cc4)o3)SC2=S)c1	100	71	116	101	84	94	107	95	118
N#Cc1cc(C(F)(F)F)cc(C(F)(F)F)c1	114	86	106	95	92	97	106	107	105
COc1ccc(/C(C)=C(\c2ccc(Cl)cc2)c2ccc(OCCN3CCCCCC3)cc2)cc1F	x	32	82	40	23	57	4.1*	64	78
Cn1ccnc1C(=O)/C=C/c1ccc(CNC(=O)c2ccc(S(F)(F)(F)(F)F)cc2)cc1	x	35	91	8.6*	47	26	13	50	74
O=C(CCc1nc(-c2cccc(Cl)c2)no1)Nc1ccccn1	x	88	111	111	89	95	96	101	92
O=C(NC1CCCCC1)OCc1c(COC(=O)NC2CCCCC2)c(-c2ccc(Cl)c(Cl)c2)n2c1CCC2	-14*	-14*	35	29	8.8*	22	8.9*	5.4*	-68*
COc1cccc(NC(=S)NC(Cc2ccccc2)c2ccccc2)c1 (stereo not drawn)	99&89	66&54	98&87	88&91	86&53	95&87	88&115	94&92	83
Nc1cccc(CC(=O)Nc2ccccc2)c1	102	77	116	103	93	106	106	100	106
CC(=O)OCC(C)Cc1ccc(C(C)(C)C)cc1 (stereo not drawn)	122	93	114	117	101	105	112	100	111
COc1ccc(-c2nnc(/C=C/c3cn(-c4ccccc4)nc3-c3ccccc3)o2)cc1	102	82	115	86	86	84	94	102	91
Cc1cc(-c2ccc(Cl)cc2)n(Cc2nnc(SCC(=O)Nc3ccc(S(N)(=O)=O)cc3)n2C2CCCCC2)n1	110	82	106	101	99	105	108	104	111
Cc1nn(-c2ccc(Cl)cc2)c2nc3c(nc12)C(=O)c1ccccc1-3	45	110	94	47	83	79	57	65	-3.2*
COc1ccc(C2CC(c3ccccc3)=NN2C(=O)CSc2nnc(NC(=O)C(Cl)Cl)s2)cc1 (stereo not drawn)	100	89	113	100	98	102	106	108	x
CCCCCCn1ncc2c(N)ncnc21	101	98	91	93	95	96	90	96	96
O=c1c2c3c(sc2nc2nc(-c4ccccc4)[nH]n12)CCCC3	103	72	144	91	x	100	104	103	96
COC1=C(OC)C(=O)C(OC)=C(OC)C1=O	95	81	124	105	99	95	99	118	77
CC[C@H](C)[C@@H]1NC(=O)[C@@H]([C@@H](C)CC)NC(=O)CC(=O)[C@H](C)[C@H](/C=C(\C)C[C@@H](C)C/C(C)=C/c2cnco2)OC1=O	98	68	108	102	89	99	107	101	118
Cc1ccc(S(=O)(=O)n2cc(-c3csc(-c4c[nH]c5ncccc45)n3)c3ccccc32)cc1	97	90	119	100	88	100	107	93	97
O=C1NC(=Nc2ccc(Cl)cc2)/C(=C/N2N=C(c3ccc(Cl)cc3)CC2c2ccc(F)cc2)S1 (stereo not drawn)	84	60	104	91	77	94	94	85	x
COC(=O)[C@]12CCC(C)(C)C[C@H]1[C@]13O[C@H](C1=O)[C@@H]1[C@@]4(C)CC[C@H](OC(C)=O)C(C)(C)[C@@H]4CC[C@@]1(C)[C@]3(C)CC2	103[100 µM]	84[100 µM]	121[100 µM]	97[100 µM]	67[100 µM]	89[100 µM]	98[100 µM]	90[100 µM]	105[100 µM]
N#CCCc1c(O)ccc2ccccc12	103	87	95	111	123	100	105	106	88
CCSc1nc(N)c2c(-c3ccc(Cl)cc3)c3c(nc2n1)C(C)CCC3 (stereo not drawn)	73	41	121	86	149	94	94	69	79
CCCCN(CCCC)C(=N)c1ccnc2ccccc12	127	90	105	107	108	113	115	109	91
Nc1nc(N)c(Br)c(Nc2ccc(Cl)c(Cl)c2)n1	89	30	107	97	33	83	88	62	71
COc1cc(F)c(/C=C/c2cc(/C=C/c3cc(OC)c(OC)cc3F)n(-c3cccc(C(F)(F)F)c3)n2)cc1OC	105	67	94	99	66	101	93	103	105
CCC(CCC(C)C1CCC2C3CC=C4CC(O)CCC4(C)C3CCC12C)C(C)C (stereo not drawn) (tested in a mixture with another compound)	x	94	139	90	108	84	96	88	104
O=C(COc1ccc(NC(=O)Nc2ccc(Cl)cc2)cc1)N=Nc1c(O)[nH]c2ccccc12	98	76	106	97	95	97	99	100	109
c1csc(-c2cn3ccnc3c(-c3ccc4ncn(C5CCCCC5)c4c3)n2)c1	101	89	111	96	x	97	96	101	75
Fc1ccc(Cn2cc(CSc3nc4ccccc4s3)nn2)cc1F	84	78	86	94	85	98	97	103	83
CN(C)CCN(Cc1ccccc1)c1ccc2ccccc2n1	105	76	93	94	x	94	94	96	119
CC/C=C\C/C=C/C=C1/C(=O)C=C[C@@H]1C/C=C\CCCC(=O)O	113	100	108	98	107	101	109	109	117
Clc1cnc(Nc2ccc(OCCN3CCCC3)cc2)nc1NCc1ccco1	-38*	-3.5*	9.6*	20	10	5.9*	24	-10*	18
O=C(Nc1ccc2ncnc(Nc3ccc(S(=O)(=O)Nc4ccccn4)cc3)c2c1)c1cccs1	110	86	114	97	x	95	98	105	85
Cc1nn(C)c2ncnc(N/N=C/c3cccc(O)c3O)c12	11	-13*	29	16	6.5*	7.5*	2.1*	4.4*	27
O=C1CCCC(C(=O)NCc2ccc(Cl)cc2Cl)N1 (stereo not drawn)	112	95	91	96	94	105	105	109	90
OCc1ccccc1CC(O)C(O)c1ccccc1 (stereo not drawn)	x	88	101	104	93	99	100	101	x
O=C(c1cccc(F)c1)n1ccc2cc(NC(=S)NCCCl)ccc21	x	77	87	105	94	93	77	103	78
O=[N+]([O-])c1ccc2cc[nH]c2c1	107	71	112	95	95	98	111	101	99
CC1=CC(c2ccc(Cl)cc2)N2N=CSC2=N1 (stereo not drawn)	108	95	108	92	100	97	107	99	85
COc1ccc(-c2cc(C(=O)OCCO)c(C)n2-c2ccc(Cl)cc2)cc1	87	66	119	100	87	89	105	81	77
CCOC(=O)C(C#N)C(=N)CC(=O)O (stereo not drawn)	92	x	111	99	78	104	97	106	101
CC(C)Cn1cnc2c(SCCc3ccccc3)nc(N)nc21	100	93	101	104	85	102	100	102	x
Nc1ccccc1NC(=O)c1ccc(CN2CC(=O)N[C@@H](Cc3c[nH]c4ccccc34)C2=O)cc1	104	88	92	89	101	101	101	107	x
O=C(c1ccccc1)c1ccc(F)cc1	116	82	102	101	104	100	109	102	90
O=C(O)/C=C/c1cn(-c2ccccc2)nn1	116	86	95	103	100	103	98	101	102
O=C(Nc1ccncc1)C(=O)c1cn(S(=O)(=O)c2cccc3ccccc23)c2ccccc12	90	58	88	81	60	92	78	87	80
O=C1c2ccccc2C(=O)c2c(N=Nc3sc(Nc4ccc(Cl)cc4)nc3O)cccc21	120	94	114	106	96	99	94	99	x

(continued)
SMILES	RXF 393	UO-31	TK-10	U251	CAKI-1	SN12C	786-0	ACHN	A498
COc1ccc(Nc2cc(=O)[nH]c(N)n2)cc1	116	87	114	103	90	103	106	102	104
Cc1cc(O)cc(C)c1Cl	73&113	89&86	93	106&99	99	102&100	102&101	112&98	91&112
Clc1ccc(OCCBr)cc1	105	82	99	89	101	96	96	101	103
C/C(=N\Nc1ccc(Cl)cn1)c1ccccn1	19	-2.9*	34	7.6*	5.0*	15	8.7*	2.8*	-25*
CC1=C(CCN2CCOCC2)C(=O)N2N=C(c3ccccc3)OC2N1 (stereo not drawn)	101	83	103	90	89	102	91	105	78
CCOC(=O)C1CCCC1O (stereo not drawn)	108	100	102	102	101	105	98	104	109
COc1ccc(-c2nc(S(=O)(=O)c3ccc(C)cc3)c(S(C)(=O)=O)o2)cc1	-95*	-100*	-100*	-90*	-100*	-73*	-33*	-100*	116
c1csc(-c2cc(-c3cc(-c4cccs4)[nH]n3)n[nH]2)c1	112	x	162	106	80	97	99	93	139
O=C1/C(=C/c2cc(F)cc(F)c2)Cc2cc3c(cc21)OCO3	29	41	99	43	29	46	61	44	20
O=C(Cc1ccccc1Nc1c(Cl)cccc1Cl)NN1C(=O)/C(=C/c2ccc(F)cc2)SC1=S	109	85	105	97	97	98	104	105	109
COc1cc(/C=C/C(=O)N2CCCC2)c(OC)c2c1OCO2	x	94	115	102	91	96	101	99	90
Clc1cc(Cl)c2nc(-c3ccc(-c4ccc(/C=N/NC5=NCCN5)cc4)s3)cn2c1	81	72	110	87	92	93	89	105	38
C/C(=C\CSc1ccccc1C(=O)O)CCCC(C)CCCC(C)CCCC(C)C (stereo not drawn)	88	50	88	47	45	x	67	38	97
COc1ccc(-c2cnnn2-c2cc(OC)c3c(c2)OCO3)cc1	10	50	40	3.7*	30	37	42	39	x
COc1ccc(N=Nc2sc(=O)n(Cc3ccccc3)c2S)cc1	110	80	147	89	80	87	x	89	90
CCN(CC)C(=O)C(c1ccccc1)C1(O)CCCCC1CN(C)C (stereo not drawn)	122	89	101	105	99	106	100	115	107
COc1cc(OC)c2c(c1)O[C@@]1(OC)[C@H](c3ccccc3)CC(=O)[C@@]21O	109	84	114	99	92	103	101	105	109
O=C(Nc1ccccc1)Nc1cccc(N=Cc2ccccc2O)c1	107	71	115	91	95	95	101	98	77
O=C1Nc2cc(Cl)ccc2/C1=C\c1ccc(OCC(=O)c2ccc(Br)cc2)cc1	55	41	96	74	52	55	84	69	91
CC(Nc1ncnc2ccc(-c3cnc(N)nc3)cc12)c1ccccc1 (stereo not drawn)	-2.1*	9.1*	-8.2*	47	17	22	24	17	11
Cc1ccccc1C(=O)Oc1ccc(Cl)cc1Cl	105	87	89	95	95	105	95	107	96
OCc1ccccc1C(c1ccc(O)cc1)c1ccc(O)cc1	110	84	99	105	92	101	91	103	88
CC(c1ccc(Cl)cc1)N(CCN(C)C)c1ccccn1 (stereo not drawn)	117	86	119	x	121	96	105	92	108
COc1ccccc1C1=C(Br)C(=O)c2nc(C)ccc2C1=O	102	77	101	102	98	92	104	20	x
O=C(Nc1cccc(Cl)c1)Nc1cc2ncncc2cc1OCc1cccc(F)c1	31	9.4*	-3.2*	7.0*	15	22	39	3.5*	-9.4*

Copied from the listing, eleven compounds:
SMILES	RXF 393	UO-31	TK-10	U251	CAKI-1	SN12C	786-0	ACHN	A498
COc1ccc(N=Nc2sc(=O)n(Cc3ccccc3)c2S)cc1	110	80	147	89	80	87	x	89	90
CCN(CC)C(=O)C(c1ccccc1)C1(O)CCCCC1CN(C)C (stereo not drawn)	122	89	101	105	99	106	100	115	107
COc1cc(OC)c2c(c1)O[C@@]1(OC)[C@H](c3ccccc3)CC(=O)[C@@]21O	109	84	114	99	92	103	101	105	109
O=C(Nc1ccccc1)Nc1cccc(N=Cc2ccccc2O)c1	107	71	115	91	95	95	101	98	77
O=C1Nc2cc(Cl)ccc2/C1=C\c1ccc(OCC(=O)c2ccc(Br)cc2)cc1	55	41	96	74	52	55	84	69	91
CC(Nc1ncnc2ccc(-c3cnc(N)nc3)cc12)c1ccccc1 (stereo not drawn)	-2.1*	9.1*	-8.2*	47	17	22	24	17	11
Cc1ccccc1C(=O)Oc1ccc(Cl)cc1Cl	105	87	89	95	95	105	95	107	96
OCc1ccccc1C(c1ccc(O)cc1)c1ccc(O)cc1	110	84	99	105	92	101	91	103	88
CC(c1ccc(Cl)cc1)N(CCN(C)C)c1ccccn1 (stereo not drawn)	117	86	119	x	121	96	105	92	108
COc1ccccc1C1=C(Br)C(=O)c2nc(C)ccc2C1=O	102	77	101	102	98	92	104	20	x
O=C(Nc1cccc(Cl)c1)Nc1cc2ncncc2cc1OCc1cccc(F)c1	31	9.4*	-3.2*	7.0*	15	22	39	3.5*	-9.4*
